# CSN deneddyl inh: CSN deneddylation inhibition. actives 0.38% (n = 360,000). Q92905. Purified CSN, SCF-Nedd8-OG deneddylation, fluorescence polarization. inhibition, % at 12.5 µM;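 active = pattern-corrected inhibition above about 35%, with an unprinted fluorescence ratio check between 0.5 and 1.5, limit read from the data, passing the limit was not always enough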;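 also: 0% = enzyme with substrate and 100% = substrate without enzyme; some results filed as inactive read as strong as hits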
#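 Schedule: reaction 90 min, room temperature / Assay system: HEK293T-derived human Csn5 enzyme / Input: Csn5 at 0.24 nM final / Measure: inhibition of Csn5 cleavage, % / Control set: substrate-only high control, full reaction low control / Technique: fluorescence polarization of the substrate / Buffer or medium: Tris/NaCl/DTT buffer, pH 7.5 / Reagent: SCFSkp2-Nedd8OG substrate at 10 nM final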
# MsrA inh: inhibits bovine methionine sulfoxide reductase A; actives 0.75% (n = 360,000); inhibition, % at 15.5 µM; purified bovine MsrA, absorbance read-out; in the data active = inhibition above about 4.5%;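 also: 0% = vehicle wells with enzyme and 100% = reference inhibitor wells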
# FAS TE block: inhibitors of human fatty acid synthase thioesterase domain; P49327; recombinant FAS-TE, OMFH fluorogenic substrate, fluorescence endpoint; inhibition, % at 15 µM; actives 0.67% (n = 360,000); AID 602261;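 active = compounds whose normalised, plate-corrected inhibition of enzyme fluorescence in the single-dose primary screen is 50% or more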;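 also: 0% = DMSO with enzyme and 100% = substrate without enzyme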
# Rin1-Abl PPI inh: inhibitors of human Rin1-Abl protein interaction | P00519+Q13671 | TR-FRET Rin1/Abl binding, biochemical | inhibition, % at 7.35 µM | actives 0.4% (n = 360,000); in the data active = inhibition above about 5%, passing the limit was not always enough
# bovine MsrA act: activators of bovine methionine sulfoxide reductase A | purified bovine MsrA, absorbance read-out | activation, % at 10.6 µM | actives 0.3% (n = 360,000) | AID 602163; in the data active = activation above about 7.5%;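 also: 0% = vehicle and 100% = reference activator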
# Neddyl block: blocks human cullin neddylation; actives 0.58% (n = 360,000); calls only at 25 µM; P61081+Q13564; TR-FRET cullin neddylation, biochemical; AID 651699; in the data active = inhibition above about 36%
# E coli Lon inh: inhibits E. coli Lon protease. purified E. coli Lon protease, fluorescence polarization. actives 0.42% (n = 360,000). P0A9M0. inhibition, % at 7.94 µM; in the data active = inhibition above about 13%, passing the limit was not always enough;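 also: 0% = enzyme with probe and DMSO and 100% = no enzyme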
# TbMetRS inhib: Trypanosoma brucei MetRS inhibition; inhibition, % at 11.9 µM; actives 0.4% (n = 360,000); purified T. brucei MetRS, ATP depletion, Kinase-Glo luminescence;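 active = inhibition above a per-plate cutoff of the control wells' mean inhibition plus 3 SD, cut at about 5.5% in these data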;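 also: 0% = DMSO wells median and 100% = median of wells with control inhibitor compound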
#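 Dosing: 11.9 µM compound single dose, 0.9% DMSO; Assay system: purified T. brucei MetRS enzyme; Measured by: Kinase-Glo luciferase luminescence reporting remaining unconsumed ATP; Schedule: 15 min plus 2 h at 25 °C.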
# PABP1 MLLE inh: inhibitors of microRNA-mediated deadenylation, human PABP1 MLLE binding; actives 0.36% (n = 360,000); inhibition, % at 20 µM; GST-MLLE / FITC-PAM2 fluorescence polarization; P11940; in the data active = inhibition above about 35%, passing the limit was not always enough;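 also: plate controls were DMSO wells with GST-MLLE for no effect and wells lacking GST-MLLE protein for full effect; some results filed as inactive read as strong as hits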
# Numbers without * were called inactive; i = inactive; . = not tested or not shown; + = active, no number.
SMILES,CSN deneddyl inh,MsrA inh,FAS TE block,Rin1-Abl PPI inh,bovine MsrA act,Neddyl block,E coli Lon inh,TbMetRS inhib,PABP1 MLLE inh
CCOC(=O)C1(Cc2ccc(Cl)cc2)CCN(C(=O)CCc2ccncc2)CC1,5,0.6,8,5,-12,i,3,-1.0,-7
CCN(C(=O)COc1ccccc1C(=O)NCc1ccccc1)C1CCS(=O)(=O)C1 (stereo not drawn),-6,-0.4,-7,-2,-2,i,1,-0.2,-14
CC1(C(=O)Nc2nccs2)CCN1C(=O)C1(c2ccccc2)CC1 (stereo not drawn),1,-1.5,-4,-1,-1,i,2,0.3,4
CC1CC(C)(C)NC(=S)N1CCCC(=O)N1CCN(c2ccc(F)cc2)CC1 (stereo not drawn),-1,-0.1,-13,-3,-4,i,-11,-0.4,-58
CCOc1cc(CNc2ccc(N3CCCCC3)cc2)cc(Br)c1OCC(=O)NC(C)(C)C,-11,0.4,12,2,-1,i,5,0.0,10
COc1ccc(N(C2CSC2)S(=O)(=O)c2ccccc2)cc1,8,-0.5,18,4,-2,i,4,-0.5,-2
CCCOc1cccc(C2/C(=C(/O)c3ccc(OC)cc3)C(=O)C(=O)N2CCN(C)C)c1 (stereo not drawn),2,3.2,-13,-1,-9,i,-6,-0.8,2
COc1ccc(C(=O)NCC(=O)Nc2ccccc2)cc1OC,1,-0.1,-3,0,0,i,5,-0.4,10
O=Nc1c(-c2ccccc2)[nH]n(-c2ccccc2)c1=O,0,-0.5,-11,-4,-3,i,-2,-0.8,2
CCN(C(=O)COC(=O)[C@H](C)N=C1NS(=O)(=O)c2ccccc21)C1CCS(=O)(=O)C1 (stereo partly drawn),-1,0.9,-6,-1,-1,i,-6,-0.2,10
O=[N+]([O-])c1cccc(-c2noc3c2-c2nc(Cc4cccc5ccccc45)sc2CC3)c1,0,-1.1,13,0,-5,i,-7,-0.1,-22
COCCNC(=O)c1nn2c(C(F)(F)F)cc(-c3ccccc3)nc2c1Cl,-1,-0.1,-5,-2,-1,i,-1,-0.5,10
Cc1ccc(N/N=C(\C#N)C(=N)N2CCOCC2)cc1,1,2.5,-9,0,-3,i,6,-0.1,5
Cc1ccc2c(c1)N(CCC(=O)NCc1ccc3c(c1)OCO3)C(=O)CO2,1,0.7,2,-1,1,i,0,0.1,-15
CC1(C)Cc2c(cnn2-c2ccccc2)-c2c1c1ccccc1n2CC(O)CBr (stereo not drawn),-2,0.9,16,-1,-5,.,5,-0.2,1
O=C(Nc1cc2c(cc1Br)OCCO2)c1ccc(=O)[nH]c1,-7,-1.8,-6,2,-2,i,-18,-0.1,-6
Cc1nc(C(=O)N/N=C/c2[nH]ncc2Br)cs1,-1,-0.7,-22,0,-2,+,7,0.2,-11
Cn1c(=O)c(=O)n(C)c2cc(N3CCOCC3)c(NS(=O)(=O)c3ccc([N+](=O)[O-])cc3)cc21,-2,2.3,-5,3,-3,i,1,1.2,28
COC(=O)C1=CN(CCCN2CCCC2=O)C=C(C(=O)OC)C1c1ccccc1C(F)(F)F,2,-0.2,-4,1,-3,.,2,-1.1,5
O=C(Cn1cnc2c(OCc3ccccc3)ncnc21)NCc1nc2ccccc2[nH]1,3,-0.4,-2,-2,-3,i,-6,-1.7,7
COC(=O)c1ccc2nc(-c3ccccc3)c(Cc3ccsc3)n2c1,-4,0.1,-8,4,-2,i,-10,-0.5,17
O=C(O)CCS(=O)(=O)c1ccccc1Cl,2,-0.1,-4,1,0,i,-5,-0.3,-14
O=C(/C=C/c1ccc(F)cc1)NNC(=O)CCN1CCN(Cc2ccccc2)CC1,2,-0.4,5,-2,-2,i,6,-1.0,-19
COc1cc(OC)c(/C=N/NC(=O)c2ccncc2)cc1Br,0,5.2*,0,-1,-4,i,0,0.1,-5
O=c1c2ccccc2nnn1Cc1nnc(-c2ccccc2Br)o1,-7,1.3,4,3,1,i,-6,-0.1,7
CN(C)/C=C/C(=O)c1ccc([N+](=O)[O-])c(CS(=O)(=O)c2ccccc2)c1,2,2.0,7,-3,-4,i,-5,0.6,16
CCN(CC)CCN1C(=O)C(=O)/C(=C(/O)c2ccncc2)C1c1ccccc1 (stereo not drawn),1,2.6,-6,-3,-5,i,-4,-1.5,13
O=C(O)c1ccc(S(=O)(=O)NC2CCCCCC2)cc1,-4,0.2,-1,-1,-1,i,-5,0.9,19
c1ccc2nc3ccccc3nc2c1,-1,0.3,-4,-2,-1,i,-6,-1.5,3
CCN(CC)CCCC(C)n1c(C)cc(C(=O)NS(=O)(=O)c2ccc(C)cc2)c1C (stereo not drawn),0,-0.5,-7,0,-1,i,-11,-0.1,17
O=S(=O)(c1ccc(Cl)nc1)N1CCCCC1,1,0.3,-4,1,-1,i,-3,0.2,1
COc1ccccc1CC(=O)Nc1cc(OC)c(NC(=O)c2ccccc2)cc1OC,-3,3.6,20,1,-5,i,-12,-0.5,-13
NC(=O)COc1ccc(C(=O)NCC2(N3CCOCC3)CCCCC2)cc1,2,0.6,-5,1,0,i,-7,0.0,9
COc1ccc(C(CNC(=O)c2ccc(Cl)c(S(=O)(=O)N3CCCC3)c2)N2CCCC2)cc1 (stereo not drawn),3,-0.7,-4,-1,-6,i,1,-0.4,-22
CCOc1cccc(C=NNc2ccc(S(=O)(=O)Nc3ccccc3C(=O)O)cc2[N+](=O)[O-])c1O,3,-0.1,6,3,0,i,2,-0.1,-6
CCCCn1c(=O)[nH]c(=O)c2c1nc(-c1ccc(C#N)cc1)n2C1CCCC1,3,1.6,3,-1,-3,.,-4,0.1,-15
CCCCSc1nc(N)nc2c1ncn2C1OC(CO)C(O)C1O (stereo not drawn),-3,0.4,-7,-3,-3,i,-4,-0.2,-8
NCC(=O)NCC(=O)NC[C@H]1O[C@@H](n2ccc(=O)[nH]c2=O)[C@H](O)[C@@H]1O,1,-0.4,-8,-4,0,i,-4,-0.3,-1
CC12CCC(c3c(CO)nn(-c4ccccc4)c31)C2(C)C (stereo not drawn),-3,-0.5,-4,0,2,i,-6,-0.4,0
COc1cccc(-c2nnc(NC(=O)CCS(=O)(=O)c3ccc(F)cc3)o2)c1,1,-0.5,-9,-4,-7,i,-2,-0.2,-10
O=[N+]([O-])c1ccc(N2CCN(CCOc3nonc3-c3ccccc3)CC2)c(Cl)c1,-3,1.1,31,-5,-1,i,-6,-0.6,4
O=C(CSc1nnnn1Cc1ccccc1)c1ccc(F)cc1,0,1.2,13,1,-1,i,0,0.9,-81
COc1ccc(C(=S)N2CCN(c3ccccc3C)CC2)cc1OC,2,-1.4,2,1,-2,i,-7,-0.2,36
COc1ccccc1NS(=O)(=O)c1cccc(C(=O)NCC(C)(C)N2CCOCC2)c1,0,-1.0,-3,2,-4,i,0,0.2,1
CCOc1ccc(C(=O)Cc2cc(OC)c(OC)cc2[N+](=O)[O-])cc1,2,0.6,-17,2,-1,i,-12,0.0,-13
FC(F)Oc1ccc(NC(=S)NCc2cccnc2)cc1,-7,0.1,-8,1,-11,i,-4,-0.8,-7
O=C(Nc1cccc2ccccc12)c1csc([C@@H]2O[C@H](CO)[C@@H](O)[C@H]2O)n1,0,-0.3,-6,3,-11,i,4,-0.4,6
NC(=O)C1CCN(c2nc(C3CC3)nc3c2nnn3Cc2ccccc2Cl)CC1,1,1.1,1,8,-3,i,-9,0.0,11
Fc1ccc(CNc2ccc(CNc3ncn[nH]3)cc2)cc1,-2,-0.2,-10,4,-2,i,2,-0.4,2
COc1ccc(-c2coc(CCC(=O)N3CCN(c4cc(C)ccc4C)CC3)n2)cc1,1,-1.3,12,-2,-2,i,0,0.0,2
CSc1ncc(Cl)c(C(=O)Nc2c(C)cccc2C)n1,2,3.8,1,3,-4,i,-2,-0.7,-14
CN(Cc1ccccc1)C(=O)c1nc2ccccn2c1CN1CCC(N2CCOCC2)CC1,0,0.2,-9,-2,-1,i,-19,-0.1,3
CC(=O)c1cccc(-c2ccc3c(c2)C(C)(Cc2ccccc2F)C(=O)N3)c1 (stereo not drawn),-1,-0.3,15,0,-4,i,-10,-0.3,-8
CCN(C(=O)CSc1nc2cc(Cl)ccc2c(=O)n1Cc1ccco1)C1CCS(=O)(=O)C1 (stereo not drawn),-14,0.4,13,3,-4,i,-1,-0.1,10
COc1ccc(-n2cnnc2SCC(=O)Nc2cc(S(=O)(=O)N3CCCCC3)ccc2C)cc1,3,-0.1,0,0,-4,i,-5,-0.2,-10
CCOc1cc(C(=O)N2CCOCC2)ccc1OCc1ccccc1,-1,1.4,-5,0,-4,i,-3,-1.5,9
COc1cc(C(=O)N(C)C2CCCN(Cc3ccccc3F)C2)cc(OC)c1OC (stereo not drawn),2,-0.6,-5,1,0,i,5,-0.5,-5
CCOC(=O)c1c(C)[nH]c(C(=O)CN2C(=O)NC(C)(CC(C)C)C2=O)c1C (stereo not drawn),8,0.7,-5,3,-8,i,-1,-0.5,9
O=C(Cc1ccccc1)NCC(=O)N1CCN(c2ccccc2F)CC1,3,-0.2,-5,-1,0,i,7,-0.2,-3
C=CCN(C(=O)c1csnn1)C(C(=O)NCc1ccc(F)cc1)c1ccccc1F (stereo not drawn),-3,0.8,0,2,2,i,0,-0.3,22

# Next section; the last 4 above are carried over.
SMILES,CSN deneddyl inh,MsrA inh,FAS TE block,Rin1-Abl PPI inh,bovine MsrA act,Neddyl block,E coli Lon inh,TbMetRS inhib,PABP1 MLLE inh
COc1cc(C(=O)N(C)C2CCCN(Cc3ccccc3F)C2)cc(OC)c1OC (stereo not drawn),2,-0.6,-5,1,0,i,5,-0.5,-5
CCOC(=O)c1c(C)[nH]c(C(=O)CN2C(=O)NC(C)(CC(C)C)C2=O)c1C (stereo not drawn),8,0.7,-5,3,-8,i,-1,-0.5,9
O=C(Cc1ccccc1)NCC(=O)N1CCN(c2ccccc2F)CC1,3,-0.2,-5,-1,0,i,7,-0.2,-3
C=CCN(C(=O)c1csnn1)C(C(=O)NCc1ccc(F)cc1)c1ccccc1F (stereo not drawn),-3,0.8,0,2,2,i,0,-0.3,22
CC(=O)NS(=O)(=O)c1ccc(NC(=O)c2ccc(Cl)cc2[N+](=O)[O-])cc1,-1,0.0,-2,0,-3,i,-3,1.5,-2
CCCNC(=O)c1noc2c1CCc1ccccc1-2,-3,-0.4,-1,3,-1,i,-6,-0.1,-3
C=CCN(C(=O)CN1CCCCC1)c1nc(-c2ccccc2)cs1,-2,-0.4,10,4,-4,i,6,-0.7,9
COc1cccc(/C=N/n2c(-c3ccco3)nc3ccccc3c2=O)c1OC,-15,0.8,2,-3,-2,i,-4,0.0,20
O=C(COC(=O)c1cc2ccccc2oc1=O)c1cccc([N+](=O)[O-])c1,-13,1.8,-6,2,-4,i,0,0.8,10
CCC1SC2=NC(C)=C(C(=O)OCC(C)C)C(/C=C/c3ccccc3OC)N2C1=O (stereo not drawn),-3,1.3,17,-3,-10,i,-5,-1.4,22
Cc1cc(NC(=O)c2ccc(F)cc2)n(CCOC(=O)c2ccc(F)cc2)n1,-11,-0.4,-6,-1,-7,i,-5,-0.4,6
O=C(CN1C(=O)NC2(CCCCC2)C1=O)Nc1cccc2ncccc12,1,0.4,-10,0,-9,i,-2,-0.1,-4
